HKDC1 inh – blocks human hexokinase HKDC1 activity; recombinant HKDC1, G6PDH/diaphorase resazurin coupled fluorescence; inhibition, % at 20 µM; Q2TB90; 340,000 tested, 0.16% active;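 active = inhibition above about 35% when tested at 20 µM, limit read from the data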;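 note: plate controls were DMSO wells with enzyme for no effect and DMSO wells lacking enzyme for full effect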
Target sequence (Q2TB90 whole entry, looked up): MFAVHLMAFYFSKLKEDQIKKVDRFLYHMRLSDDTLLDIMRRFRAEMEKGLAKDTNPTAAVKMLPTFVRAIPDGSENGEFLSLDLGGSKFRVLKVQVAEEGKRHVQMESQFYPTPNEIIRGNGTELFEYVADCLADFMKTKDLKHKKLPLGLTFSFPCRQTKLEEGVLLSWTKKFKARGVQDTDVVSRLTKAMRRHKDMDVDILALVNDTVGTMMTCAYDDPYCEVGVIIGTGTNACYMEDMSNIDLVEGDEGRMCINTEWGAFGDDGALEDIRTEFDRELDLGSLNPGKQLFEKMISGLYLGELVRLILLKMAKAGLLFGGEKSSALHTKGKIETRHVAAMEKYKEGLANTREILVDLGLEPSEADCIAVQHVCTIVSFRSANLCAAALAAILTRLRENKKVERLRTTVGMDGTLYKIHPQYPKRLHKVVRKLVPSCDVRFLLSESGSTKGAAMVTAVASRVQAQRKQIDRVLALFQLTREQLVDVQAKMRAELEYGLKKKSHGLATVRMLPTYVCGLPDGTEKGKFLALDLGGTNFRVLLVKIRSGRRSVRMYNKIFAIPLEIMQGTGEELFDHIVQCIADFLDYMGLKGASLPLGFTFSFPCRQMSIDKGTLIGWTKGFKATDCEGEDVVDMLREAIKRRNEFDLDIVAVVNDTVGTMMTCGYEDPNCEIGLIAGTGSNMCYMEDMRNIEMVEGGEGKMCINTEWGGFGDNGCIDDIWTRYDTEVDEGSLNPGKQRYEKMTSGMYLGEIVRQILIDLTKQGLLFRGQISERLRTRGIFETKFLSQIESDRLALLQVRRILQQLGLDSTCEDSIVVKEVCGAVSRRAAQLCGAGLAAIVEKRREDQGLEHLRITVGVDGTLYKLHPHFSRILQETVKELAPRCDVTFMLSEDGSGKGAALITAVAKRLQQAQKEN
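System: Recombinant HKDC1 hexokinase | Amount: HKDC1 at 5 µg/mL | Reagent: Glucose with 1 mM ATP | Doses: Single 20 µM dose | Incubation: Reaction time 90 min, room temperature, protected from light | Signal: Coupled resazurin fluorescence, excitation 525 nm, emission 613 nm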
PfG6PD inh – PfG6PD (Plasmodium falciparum) enzyme inhibition | PfGluPho enzyme, NADPH resazurin-diaphorase fluorescence | inhibition, % at 20 µM | 350,000 tested, 0.78% active | AID 504690;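 active = inhibition reaching at least a set limit at 20 µM in the primary screen, cut at about 59% in these data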;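 note: 0% = DMSO wells with substrate and 100% = DMSO wells lacking glucose-6-phosphate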
SENP7 block – SENP7 protease inhibition | Q9BQF6 | recombinant SENP7, Z-RLRGG-aminoluciferin luminescence, 40 min | inhibition, % at 5 µM | 330,000 tested, 1.5% active;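 active = inhibition above about 50% at the single test dose, limit read from the data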;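 note: plate controls were DMSO with enzyme for no effect and no enzyme buffer wells for full effect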
SENP6 block – blocks the human protease SENP6. AID 2599. Q9GZR1. inhibition, % at 10 µM. 330,000 tested, 1.8% active. Recombinant SENP6 catalytic domain, aminoluciferin luminescence;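 active = inhibition above about 50% at the single tested dose, limit read from the data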;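 note: plate controls were DMSO wells with enzyme for no effect and DMSO wells lacking enzyme for full effect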
SENP1 inh – SENP1 (human) catalytic domain inhibition. recombinant SENP1 catalytic domain, CyPet-SUMO1-YPet FRET cleavage. AID 624204. Q9P0U3. 360,000 tested, 0.21% active. inhibition, % at 10 µM;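 active = inhibition at least 30% at 10 µM, raw YFP signal under a set limit, fluorescence ratio 0.5 to 1.5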;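 note: 0% = enzyme with DMSO and 100% = no enzyme wells; some results filed as inactive read as strong as hits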
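Test system: human SENP1 catalytic domain; medium: Tris pH 8 buffer plus EDTA, NaCl, BME, BSA, NP40, catalase; incubation: 50 min reaction at room temperature; technique: FRET, CFP and YFP emission; controls: no-enzyme low control and enzyme-plus-DMSO high control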
SENP8 block-1 – inhibitors of human SENP8 protease | Q96LD8 | AID 2540 | inhibition, % at 10 µM | purified SENP8, Z-RLRGG-aminoluciferin cleavage, luminescence | 330,000 tested, 1.2% active; in the data active = inhibition above about 50%
SENP8 block-2 – SENP8 (human) protease inhibition | Q96LD8 | recombinant SENP8, Nedd8 substrate fluorescence | inhibition, % at 20 µM | 360,000 tested, 0.64% active | AID 602440; in the data active = inhibition mostly above about 40%, no sharp cut-off; inactive = mostly below about 27%
Apaf-1 inh – blocks human Apaf-1 apoptosome activity. O14727. reconstituted apoptosome caspase-3 activity, DEVD-Rh110 fluorescence. inhibition, % at 20 µM. 330,000 tested, 0.71% active. AID 489030; active = inhibition of at least 40% at 20 µM;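 note: plate controls were DMSO wells for no effect and DEVD-CHO caspase inhibitor wells for full effect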
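System – cell-free apoptosome with Apaf-1, procaspase-3 and caspase-9 · Buffer or medium – pH 7.5 Hepes buffer with CHAPS, BSA, DTT · Also added – cytochrome c with DEVD-Rh110 · Times – 30 min compound preincubation, 50 min activation, room temperature · Technique – Rh110 fluorescence intensity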
Active calls of the source: *; i = inactive; x = not tested or not shown.

Order of values – HKDC1 inh | PfG6PD inh | SENP7 block | SENP6 block | SENP1 inh | SENP8 block-1 | SENP8 block-2 | Apaf-1 inh
(1) CS(=O)(=O)c1ccc(NC(=O)C2CCCN(C(=O)c3ccc(Cl)cc3)C2)cc1 (stereo unspecified)
    -4 | -7 | 2 | 1 | -2 | 1 | 1 | 4
(2) Cc1nn(C(=O)Cn2ccc([N+](=O)[O-])n2)c(C)c1Br
    -4 | -20 | 5 | -21 | 3 | -1 | 8 | -1
(3) Cc1cc(C)c(S(=O)(=O)N2CCCOC2CNC(=O)C(=O)NCCCn2ccnc2)c(C)c1 (stereo unspecified)
    -10 | 17 | 3 | -34 | 0 | -4 | 14 | -1
(4) O=C(Nc1ccccc1Cl)c1cccc(COc2cc(Cl)ccc2Cl)c1
    -2 | -3 | -3 | 9 | 3 | 5 | 23 | 12
(5) O=C(NCc1ccc(F)cc1)c1cc(-c2cccs2)on1
    -10 | 4 | -2 | -3 | 3 | 0 | 18 | -7
(6) CN(C)c1ccc(NC(=O)c2cccc(N3C(=O)C4C5C=CC(C5)C4C3=O)c2)cc1 (stereo unspecified)
    0 | 2 | 2 | 3 | 0 | -4 | 26 | -12
(7) CCOc1ccc(/C=C2\C(=O)c3ccccc3OC2c2ccccc2)cc1 (stereo unspecified)
    5 | -9 | -13 | -10 | -26 | -13 | -76 | 12
(8) Cc1[nH]c(=S)c(C#N)c(C)c1Cc1ccc(Cl)cc1Cl
    -2 | 17 | 1 | -1 | -2 | 1 | 7 | 0
(9) O=C1Nc2cc3c(cc2Sc2ccccc21)OCCO3
    -1 | -30 | 6 | 5 | -1 | -2 | 21 | 13
(10) COc1ccc(NC(=O)CC2C(=O)N(c3cccc(OC)c3)C(=O)N2C2CCCCC2)cc1 (stereo unspecified)
    -3 | -6 | -3 | -13 | 1 | 1 | 17 | -10
(11) COc1ccc(Cl)cc1N1Cc2ccccc2C1
    6 | 5 | -1 | -11 | 12 | -5 | 16 | 22
(12) O=C(Cc1c(C(=O)O)[nH]c2ccc(Cl)cc12)Nc1ccc2c(c1)OCCO2
    3 | -11 | 11 | -1 | 1 | -1 | 18 | -6
(13) CC(C)NC(=O)COC(=O)c1ccc(O)cc1
    1 | -33 | 0 | -5 | -1 | -12 | 23 | -4
(14) COC(=O)c1cc2c(s1)-c1cc(F)ccc1OC2
    -1 | 2 | -3 | -14 | -53 | -13 | -445 | -19
(15) COc1cccc(OC)c1C(=O)NC(=S)NNC(=O)[C@H]1C[C@@H]1c1ccccc1
    3 | 2 | 3 | -7 | 2 | 4 | 8 | -7
(16) COc1ccc(-n2nc(C(=O)NCC(=O)NCCN(C)C)c3ccccc3c2=O)c(OC)c1
    -1 | -1 | 1 | 15 | 3 | 9 | 20 | -2
(17) CC(C)c1ccc(NC2CCCN(C(=O)c3ccncc3)C2)cc1 (stereo unspecified)
    -1 | 15 | 3 | -15 | 1 | 1 | 4 | 10
(18) N#CCCn1nc2c(c1N)CCC2
    1 | 5 | x | x | -1 | x | 19 | x
(19) Cc1ccc(SCC(=O)OCC(=O)N(C)CC(=O)Nc2ccccc2Cl)cc1
    -2 | -6 | 8 | -13 | 5 | -9 | 4 | 7
(20) Cc1ccc(NC(=S)Nc2cccc(-c3n[nH]c(=S)o3)c2)cc1
    4 | -10 | -15 | 3 | 1 | 0 | -262 | 6
(21) Cc1ccc(S(=O)(=O)n2cc(C=O)c3ccccc32)cc1
    1 | 8 | 8 | 18 | 2 | 4 | 16 | 4
(22) O=C1CCCN1c1cc(Cl)ccc1Cl
    -11 | 9 | 4 | 8 | 2 | 1 | 21 | 12
(23) COC(C(=O)Nc1ccnn1C1CCN(Cc2ccc(CO)o2)CC1)c1ccccc1 (stereo unspecified)
    -4 | 2 | 0 | -1 | 1 | 0 | -5 | 8
(24) Cc1ccc(-c2nc(C3CCN(S(=O)(=O)c4ccc(C(C)(C)C)cc4)CC3)no2)cc1
    -3 | 8 | 0 | 1 | -1 | -4 | 6 | 8
(25) N/C(=N\c1nc2c(c(=O)[nH]1)CCC2)Nc1cccc(Cl)c1
    -10 | 28 | -1 | 1 | 3 | 0 | 15 | 9
(26) COc1cccc(/C=C/C(=O)c2ccc(NS(=O)(=O)c3ccc(C)cc3)cc2)c1
    12 | -19 | -10 | -14 | 15 | -12 | 5 | 23
(27) CC(C)(C)C(=O)Nc1ncc(C(F)(F)F)cc1Cl
    3 | 2 | -3 | 6 | 2 | -4 | 23 | 0
(28) Cc1ccc(CN2CCSc3ccc(C(=O)NCc4cccnc4)cc32)cc1
    1 | 10 | 9 | 5 | -1 | 9 | -414 | 18
(29) C=CCN=c1scc(-c2ccc(F)cc2)n1/N=C/c1ccccn1
    4 | 21 | -5 | -8 | -39 | -8 | -12 | 14
(30) Nc1nnc(/C=C/c2ccccc2Cl)s1
    0 | 1 | 12 | -17 | -9 | -2 | -414 | -5
(31) COc1ccc(CNC(=O)COC(=O)c2ccc(S(=O)(=O)N3CCCCC3)cc2)cc1
    -10 | -2 | -6 | 0 | -1 | 10 | 12 | -7
(32) COc1cccc(CC(NC(C)=O)C(=O)NC2CCN(c3nc(C)cc(C)c3C#N)CC2)c1OC (stereo unspecified)
    1 | -21 | 2 | -16 | -5 | 3 | i | -4
(33) Cn1nnnc1SCC(=O)NC1CCCC1
    0 | -7 | 1 | -15 | 1 | 8 | 9 | -7
(34) CCN1CCN(c2ccc(S(=O)(=O)N3CCOCC3)cc2N)CC1
    -7 | -3 | 8 | 22 | 0 | 4 | 0 | 1
(35) COc1ccc(CNC(=S)Nc2ccccc2Cl)cc1
    -6 | -18 | 5 | 10 | 3 | 10 | 8 | 10
(36) COc1cc(C(=O)O/N=C2\C=CC(=O)C(C)=C2)cc(OC)c1OC
    -7 | 68* | -1 | -4 | 2 | -5 | 22 | -15
(37) CC(=O)COc1ccc2c3c(c(=O)oc2c1C)CCCCC3
    9 | -5 | 3 | 9 | -6 | 1 | -327 | -10
(38) Cn1c(C(=O)NCC2CCCO2)cc2oc3ccccc3c21 (stereo unspecified)
    -1 | -3 | -3 | -19 | 0 | -7 | -1 | -1
(39) CCc1nc2ccccc2n1Cc1ccc(F)cc1
    -6 | 9 | 6 | -9 | 1 | -3 | 23 | 4
(40) c1ccc(-c2csc3ncnc(NCCN4CCOCC4)c23)cc1
    -2 | -1 | 5 | -5 | 1 | -5 | 0 | 6
(41) CCOC(=O)CSc1nnc(CNC(=O)c2ccco2)n1-c1ccc(F)cc1
    2 | -20 | 4 | -10 | 2 | -4 | 4 | -16
(42) CC(=O)N1c2ccccc2[C@H](C)[C@H]1C
    -1 | -14 | -11 | -12 | 1 | -11 | 10 | -3
(43) Cc1ccnn1Cc1cc(C(=O)O)c2ccccc2n1
    -10 | 6 | -2 | -8 | -1 | -5 | 6 | 2
(44) O=C(NCc1ccc(F)cc1)C1CCCN(S(=O)(=O)c2cccc3nonc23)C1 (stereo unspecified)
    -2 | 0 | -12 | -8 | 4 | -6 | 15 | 5
(45) CC(C)(C)c1cc(/C=N/NC(=O)C[n+]2ccccc2)cc(C(C)(C)C)c1O
    0 | 16 | 5 | 13 | 1 | 4 | 19 | 9
(46) O=C1CC(N2CCC(c3nc4ccccc4[nH]3)CC2)C(=O)N1c1ccccc1F (stereo unspecified)
    -7 | -5 | -4 | 7 | 0 | -3 | 13 | -3
(47) CC(C)(CNC(=O)c1cccc(NS(=O)(=O)c2ccc(Br)cc2)c1)N1CCOCC1
    -5 | 3 | -2 | -13 | 2 | -1 | 6 | -1
(48) COc1ccc(N(CC(=O)NC2CC3CCC2C3)S(=O)(=O)c2ccc(C)c([N+](=O)[O-])c2)cc1 (stereo unspecified)
    -3 | 16 | 0 | 6 | -1 | 4 | -68 | 15
(49) COCC(=O)N1CCC(Oc2ccc(C(=O)NCc3csc(C(C)C)n3)cc2)CC1
    1 | 0 | 7 | -6 | 0 | 0 | -6 | -11
(50) CS(=O)(=O)Oc1ccccc1/C=C1/N=C(c2ccc(F)cc2)OC1=O
    13 | 3 | 6 | -19 | 3 | -2 | 4 | -3
(51) Cc1ccccc1SCC(=O)OCC(=O)N(C)c1c(N)n(Cc2ccccc2)c(=O)[nH]c1=O
    -3 | -6 | 5 | -18 | 1 | -8 | -5 | 8
(52) CC(Sc1nnc(-c2cccnc2)n1N)C(=O)Nc1ccc2c(c1)OCCO2 (stereo unspecified)
    3 | -11 | 1 | -12 | -7 | -2 | 3 | 12
(53) CN(CCOc1ccc(Cl)cc1)C(=O)c1ccccc1SCC(=O)N1CCCC1
    1 | -5 | 3 | 11 | 0 | -1 | -30 | -9
(54) COc1ccc(NC(=O)/C(C#N)=C/c2ncc([N+](=O)[O-])n2C)c(OC)c1
    1 | 14 | 3 | 1 | 2 | 3 | 22 | -5
(55) CN(C)Cc1c(C(=O)N/N=C/c2cccc(OCc3ccc(F)cc3)c2)nnn1-c1nonc1N
    -3 | 13 | -4 | -15 | 2 | -5 | 13 | 9
(56) Nc1ccccc1Nc1cc(-c2ccccc2)nn1-c1cccc(Cl)c1
    -5 | 33 | -5 | -7 | 16 | -7 | -13 | -2

A different layout for 6 compounds above:
29: C=CCN=c1scc(-c2ccc(F)cc2)n1/N=C/c1ccccn1
30: Nc1nnc(/C=C/c2ccccc2Cl)s1
31: COc1ccc(CNC(=O)COC(=O)c2ccc(S(=O)(=O)N3CCCCC3)cc2)cc1
32: COc1cccc(CC(NC(C)=O)C(=O)NC2CCN(c3nc(C)cc(C)c3C#N)CC2)c1OC (stereo unspecified)
33: Cn1nnnc1SCC(=O)NC1CCCC1
34: CCN1CCN(c2ccc(S(=O)(=O)N3CCOCC3)cc2N)CC1
entry no. | 29 | 30 | 31 | 32 | 33 | 34
HKDC1 inh | 4 | 0 | -10 | 1 | 0 | -7
PfG6PD inh | 21 | 1 | -2 | -21 | -7 | -3
SENP7 block | -5 | 12 | -6 | 2 | 1 | 8
SENP6 block | -8 | -17 | 0 | -16 | -15 | 22
SENP1 inh | -39 | -9 | -1 | -5 | 1 | 0
SENP8 block-1 | -8 | -2 | 10 | 3 | 8 | 4
SENP8 block-2 | -12 | -414 | 12 | i | 9 | 0
Apaf-1 inh | 14 | -5 | -7 | -4 | -7 | 1

Compound activity (PubChem)
